# From PubChem BioAssay
# ABCG2 inh: inhibitors of human ABCG2 transporter, ABCB1 counter-screen. IgMXP3 cells, JC-1 efflux, flow cytometry. 0.1% of 190,000 active. inhibition, % at 6.6 µM. Q9UNQ0. AID 1325;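 active = inhibition above 80%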;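 also: 0% = DMSO and 100% = nicardipine control wells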
# Target sequence (Q9UNQ0 whole entry, looked up): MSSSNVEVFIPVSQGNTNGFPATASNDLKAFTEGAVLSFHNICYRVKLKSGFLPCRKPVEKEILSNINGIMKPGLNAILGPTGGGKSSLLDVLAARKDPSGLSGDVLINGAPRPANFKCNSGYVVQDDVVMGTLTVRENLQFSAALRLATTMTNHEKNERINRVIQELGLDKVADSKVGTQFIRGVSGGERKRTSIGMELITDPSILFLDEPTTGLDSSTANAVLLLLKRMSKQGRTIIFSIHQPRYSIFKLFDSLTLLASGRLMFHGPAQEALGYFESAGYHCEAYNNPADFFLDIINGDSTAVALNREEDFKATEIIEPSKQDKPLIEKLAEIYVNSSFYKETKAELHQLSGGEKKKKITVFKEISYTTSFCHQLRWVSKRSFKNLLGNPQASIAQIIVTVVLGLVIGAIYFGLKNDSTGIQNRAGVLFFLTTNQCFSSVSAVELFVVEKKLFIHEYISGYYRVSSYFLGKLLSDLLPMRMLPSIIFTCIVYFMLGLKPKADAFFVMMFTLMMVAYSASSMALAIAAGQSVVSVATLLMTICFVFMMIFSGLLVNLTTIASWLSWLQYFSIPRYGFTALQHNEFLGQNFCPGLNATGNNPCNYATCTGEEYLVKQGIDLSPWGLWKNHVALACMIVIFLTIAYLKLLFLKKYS
#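 Read-out basis: Efflux inhibition in percent versus controls | Test system: ABCG2 IgMXP3 and barcoded ABCB1 CCRF-Adr cell mix | Quantity: 3 million cells/mL in well | Schedule: 10 min at 25 °C | Control set: Nicardipine as high control, DMSO as low control | Reagent: JC-1 as fluorescent efflux pump substrate | Signal: Flow cytometry of retained JC-1 fluorescence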
# RGS4-Gao reg: human RGS4-Galphao interaction regulation | Multiplexed bead flow cytometry, RGS4-Galphao binding; actives lie on both sides | binding response (% of control), % at 10 µM | AID 1415 | 0.33% of 220,000 active; in the data active = binding response below about 49% or above about 150%; inactive = in between;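 also: fluorescent Galphao activated with aluminum fluoride binding bead-coupled RGS4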
# ABCB1 block: inhibitors of human ABCB1 transporter, ABCG2 counter-screen. P08183. CCRF-Adr cells, JC-1 efflux, flow cytometry. inhibition, % at 6.6 µM. 0.067% of 190,000 active; in the data active = inhibition above about 40%;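 also: 0% = vehicle and 100% = reference inhibitor; higher value means more JC-1 retained so stronger ABCB1 efflux block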
# Avidin fluor: avidin bead compound fluorescence profile | Avidin beads, compound fluorescence 488/530 nm, flow cytometry; active compounds read high | fluorescence (KMESF) at 10 µM | 0.38% of 220,000 active | AID 1775; in the data active = fluorescence above about 47; also: inactives centre near 10
# Bcl-W Bim block: inhibitors of Bim-Bcl-W interaction, human. Q92843. bead-based flow cytometry, Bim peptide-Bcl-W binding. inhibition, % at 10 µM. 0.02% of 190,000 active. AID 952;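 also: 0% = bound tracer without compound and 100% = peptide blocker; higher means less fluorescent Bim peptide bound to Bcl-W beads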
# Target sequence (Q92843 whole entry, looked up): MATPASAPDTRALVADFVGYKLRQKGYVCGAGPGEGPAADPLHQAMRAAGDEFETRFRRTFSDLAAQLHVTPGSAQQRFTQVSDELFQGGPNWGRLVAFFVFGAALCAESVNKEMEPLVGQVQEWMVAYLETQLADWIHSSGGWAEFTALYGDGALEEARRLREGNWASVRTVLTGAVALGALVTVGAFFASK
# Bim-Bfl-1: human Bim-Bfl-1 interaction inhibition; Q16548; Bead-based flow cytometry, Bim-Bfl-1 binding inhibition; inhibition, % at 10 µM; 0.12% of 190,000 active; AID 1008;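 also: 0% = wells without compound plus tracer and 100% = blocker peptide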
# GSH bead fluor: compound fluoresces at 488/530 nm on GSH beads | GSH beads flow cytometry, compound fluorescence 488/530 nm; active compounds read high | fluorescence (KMESF) at 10 µM | 0.25% of 190,000 active; in the data active = fluorescence above about 89;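 also: glutathione beads carrying GST-tagged Bcl family fusion proteins plus one bare bead set; values are compound well signal with DMSO vehicle wells as background; inactives centre near 16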
# Bcl-2 Bim block: inhibitors of Bim-Bcl-2 interaction, human; P10415; Bead-based flow cytometry, Bim peptide-Bcl-2 binding; inhibition, % at 10 µM; 0.06% of 190,000 active; AID 950; in the data active = inhibition above about 40%; inconclusive = no clear call, values can overlap the other calls;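 also: 0% = no compound wells with probe peptide and 100% = reference peptide inhibitor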
# Target sequence (P10415 whole entry, looked up): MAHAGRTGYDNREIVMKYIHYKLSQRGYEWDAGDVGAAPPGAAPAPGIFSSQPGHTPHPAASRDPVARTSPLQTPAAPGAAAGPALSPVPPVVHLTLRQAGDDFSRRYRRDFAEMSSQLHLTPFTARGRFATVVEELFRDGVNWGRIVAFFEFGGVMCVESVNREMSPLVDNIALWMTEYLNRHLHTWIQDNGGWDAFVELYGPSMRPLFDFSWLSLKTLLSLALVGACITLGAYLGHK
# Bim-Bcl-XL: human Bim-Bcl-XL interaction inhibition | AID 1007 | inhibition, % at 10 µM | Bim peptide-Bcl-XL binding, bead flow cytometry, fluorescence | 0.04% of 190,000 active | Q07817
# Bim-Bcl-B: inhibitors of Bim-Bcl-B interaction, human. Q9HD36. bead-based flow cytometry, Bim peptide-Bcl-B binding. inhibition, % at 10 µM. 0.073% of 190,000 active. AID 951;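 also: 0% = tracer peptide without compound and 100% = reference inhibitor peptide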
# RGS7-Gao: modulates binding of RGS7 to human Galphao; P09471; binding response (% of control), % at 10 µM; Multiplexed bead flow cytometry; actives lie on both sides; 0.35% of 220,000 active; in the data active = binding response below about 49% or above about 150%; inconclusive = no clear call, values can overlap the other calls; inactive = in between;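 also: fluorescent Galphao held in activated GDP-AlF4 state binding bead-coupled RGS7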
# * marks the source's active call; other numbers are inactive results; u = inconclusive; x = not tested or not shown. Rule as the data show it, unless noted: active = inhibition above about 40%.
SMILES,ABCG2 inh,RGS4-Gao reg,ABCB1 block,Avidin fluor,Bcl-W Bim block,Bim-Bfl-1,GSH bead fluor,Bcl-2 Bim block,Bim-Bcl-XL,Bim-Bcl-B,RGS7-Gao
O=C(NCc1cn2ccsc2n1)c1cccs1,1,99,0.1,3,-1,-1,16,3,-2,-1,98
CC1CC(C)CN(C(=O)c2ccc3c(c2NCCO)C(=O)c2ccccc2C3=O)C1 (stereo unspecified),22,99,7.3,35,-3,-4,26,-1,-3,-9,97
O=C(NNC(=O)C1CCN(S(=O)(=O)c2ccc(Cl)cc2)CC1)c1ccccc1,4,101,x,13,-6,3,10,-2,-5,-4,99
Cc1cc2c(C)nc3ccccc3c2o1,4,100,0.1,20,0,0,10,-1,-2,-3,98
CCn1c(CNC(=O)C23CC4CC(CC(C4)C2)C3)nnc1SC,3,100,-0.1,10,2,-4,25,0,3,-4,104
CC1CCN(c2ccc(NC(=O)c3cccnc3)cc2)CC1,6,102,-2.9,17,0,-16,32,-6,-9,-8,101
COc1ccc(NC(=O)CSc2nncn2C)c([N+](=O)[O-])c1,2,96,1.0,10,-2,1,24,1,-2,-2,98
Cc1ccc(S(=O)(=O)N2CCC(NC(=O)OC(C)C)CC2)cc1,0,94,-0.2,9,0,-7,25,-4,0,-4,99
CCO/C=C1/C(=O)N(c2ccc(OC)cc2)C(=O)c2ccccc21,9,102,-0.2,13,-2,-2,16,-1,-4,-2,u
CCc1c(C(C)O)oc2ccc3c(C)cc(=O)oc3c12 (stereo unspecified),2,97,0.4,11,0,1,19,0,0,1,100
CCOC(=O)C1=C(O)C(=O)N(c2ccc(S(N)(=O)=O)cc2)C1c1ccc(OC)cc1OC (stereo unspecified),-2,97,-0.4,11,4,-9,61,-3,5,-7,99
COc1cccc(C2CCCCN2Cc2nc(-c3ccc(C)o3)oc2C)c1 (stereo unspecified),-3,101,0.8,11,-1,-7,15,-3,-1,-2,102
CC(=O)c1cccc(S(=O)(=O)NCC(c2ccco2)N2CCCCC2)c1 (stereo unspecified),4,99,0.6,7,-5,-8,30,-5,-6,-9,104
Cc1c(CN(C)C(=O)CSc2nc(-c3ccco3)cc(C(F)(F)F)n2)cnn1C,24,90,3.3,13,-2,-1,16,-2,-4,-3,98
Clc1ccc(OCCSc2ncccn2)c(Br)c1,4,101,1.0,7,0,-4,15,-1,-2,-1,100
O=C(NCc1ccccc1)C1CCCN(C(=O)Nc2ccccc2)C1 (stereo unspecified),15,102,0.0,5,1,-7,12,-5,-6,-4,104
Cc1ccc(CN2CCc3c(OCC(=O)Nc4cccc(C)c4C)cccc3C2=O)cc1,33,102,12,14,0,0,4,2,-4,-3,103
O=C(Nc1cccnc1Cl)c1ccc(Cl)c([N+](=O)[O-])c1,-2,93,-0.9,4,-4,0,20,-3,-3,-8,96
O=C(CCC1N=C2c3ccccc3N=C(SCc3ccc(F)cc3)N2C1=O)NCc1ccco1 (stereo unspecified),3,96,1.6,33,-2,9,12,-1,-3,-4,94
O=C(Nc1cccc2ncccc12)c1ccc(-c2ccc(Br)cc2)o1,2,100,0.2,11,0,3,25,0,-2,-5,98

# Part of the list above in a different format.
# Each structure is followed by: ABCG2 inh | RGS4-Gao reg | ABCB1 block | Avidin fluor | Bcl-W Bim block | Bim-Bfl-1 | GSH bead fluor | Bcl-2 Bim block | Bim-Bcl-XL | Bim-Bcl-B | RGS7-Gao
- Cc1ccc(S(=O)(=O)N2CCC(NC(=O)OC(C)C)CC2)cc1
→ 0 | 94 | -0.2 | 9 | 0 | -7 | 25 | -4 | 0 | -4 | 99
- CCn1c(CNC(=O)C23CC4CC(CC(C4)C2)C3)nnc1SC
→ 3 | 100 | -0.1 | 10 | 2 | -4 | 25 | 0 | 3 | -4 | 104
- CC(=O)c1cccc(S(=O)(=O)NCC(c2ccco2)N2CCCCC2)c1 (stereo unspecified)
→ 4 | 99 | 0.6 | 7 | -5 | -8 | 30 | -5 | -6 | -9 | 104
- O=C(Nc1cccnc1Cl)c1ccc(Cl)c([N+](=O)[O-])c1
→ -2 | 93 | -0.9 | 4 | -4 | 0 | 20 | -3 | -3 | -8 | 96

# Further records:
SMILES,ABCG2 inh,RGS4-Gao reg,ABCB1 block,Avidin fluor,Bcl-W Bim block,Bim-Bfl-1,GSH bead fluor,Bcl-2 Bim block,Bim-Bcl-XL,Bim-Bcl-B,RGS7-Gao
CCCc1nc2c(sc3nc4c(cc32)COC(C)(C)C4)c(=O)n1CCN(C)C,1,102,1.7,20,0,1,61,0,2,0,99
N#Cc1c(-c2ccco2)cc(-c2cccnc2)nc1N,16,98,0.5,9,6,12,22,4,5,3,96
Cc1nc(SCC(=O)N2CC(=O)Nc3ccccc32)c2c(C)c(C)sc2n1,4,101,1.7,34,0,1,11,-1,3,3,98
O=S(=O)(c1ccc(S(=O)(=O)N2CCCN(Cc3ccccc3)C2)cc1)N1CCCCCC1,-1,97,0.0,14,-1,0,20,0,2,-13,102
O=C(COc1ccc(/C=N/NC(=O)c2ccccc2O)cc1)Nc1ccccc1,1,105,0.3,10,0,-4,23,-1,-3,-1,105
O=C(Nc1nnc(-c2cccnc2)o1)c1cccc(Cl)c1,10,106,0.3,5,-8,-8,25,-2,-3,-10,105
COc1ccc(CCN(Cc2ccccn2)C(=S)Nc2cccc(SC)c2)cc1OC,13,99,3.9,9,-3,4,21,0,-3,2,110
CCOC(=O)N1CCC(NC(=O)c2ccc3c(c2)sc2nc(-c4ccc(OC)cc4)cn23)CC1,x,105,x,7,1,-14,17,-2,-3,-3,103
CCn1c(SCc2ccc(C)cc2)nnc1C1CCN(S(=O)(=O)c2ccc(OC)cc2)CC1,6,100,1.5,34,-2,-4,14,-5,-6,-3,99
CCC(CC)C(=O)c1c[nH]c(C(=O)N2CCN(c3ccccc3F)CC2)c1,13,98,2.9,11,0,-7,14,-2,-2,-1,u
O=[N+]([O-])c1ccccc1N(CC1CO1)S(=O)(=O)c1ccccc1 (stereo unspecified),5,94,0.7,7,1,-1,15,0,-2,1,97
O=C1c2ccccc2C(=O)C12OC2c1ccc(Cl)cc1Cl (stereo unspecified),-8,101,-1.3,14,-3,-5,17,-4,-5,-5,99
CN(C)c1ccc(-n2cc3c(=O)n(C)c(=O)n(C)c3c2)cc1,2,102,0.7,7,-1,-5,66,-3,0,-4,100
Cc1ccn2c(c1)nc(=S)n2C(=O)c1ccco1,2,103,0.3,4,-3,9,18,3,-3,-16,105
COCCNC(=O)C1=C(N)C(C(=O)Nc2ccc(C)c(S(=O)(=O)N3CCCCC3)c2)SC1=Nc1ccc(C)cc1C (stereo unspecified),0,99,0.2,12,1,-1,8,0,-2,-3,96
O=C1CC(c2ccc(F)cc2)Cc2nc(NCC3CCCO3)ncc21 (stereo unspecified),5,97,0.4,35,-5,-3,28,0,-1,-7,96
CCOC(=O)N1CCN(C(=O)/C=C/c2ccc([N+](=O)[O-])cc2)CC1,2,99,0.3,8,0,-2,20,-4,2,1,91
CC(=O)N1CCN=C1SCc1cccc(C(F)(F)F)c1,1,95,0.0,4,1,-11,50,-9,-3,-7,87
CCN(c1ccc(NC(=O)CCNC(=O)c2ccco2)cc1)C(C)C,2,97,0.4,15,0,-19,9,-14,-2,-9,96
Cc1ccc(-c2nn(-c3ccccc3)cc2CNCc2ccccc2)cc1,9,105,3.8,9,-5,-8,15,-1,-6,-5,u
COc1ccc(N=Cc2[nH]c3ccccc3c2O)cc1,0,101,0.0,8,-1,2,18,0,0,-11,101
O=C(Nc1ccc2c(c1)nc1n2CCN(Cc2ccccc2)C1)NC1CCCCC1,1,87,0.2,4,3,-4,20,-3,0,-1,92
COc1ccccc1NC(=O)Cc1noc(CSc2nnc(C)s2)n1,2,91,0.2,6,0,-10,16,-5,-1,-7,94
O=C(CCCCn1c(=O)c2ccccc2n(Cc2ccc(Cl)cc2)c1=O)NCc1ccco1,0,100,1.6,8,-1,-8,37,-5,8,-7,99
CCOC(=O)c1cnc(SC)nc1Oc1cccc(NS(=O)(=O)c2ccccc2)c1,69,100,2.8,16,0,0,25,-3,2,0,101
CCC(CC)NC(=O)Cc1ccc(F)cc1,9,100,1.5,10,0,-4,21,-3,-3,-1,95
Cc1ccc(NC(=O)CSc2nnc(C)n2CC2CCCO2)cc1 (stereo unspecified),0,98,-0.3,9,-2,-3,12,0,0,-2,u
NC(=S)N/N=C/c1ccc(Br)o1,1,101,0.3,23,-5,-8,12,-3,-8,-6,100
CCOC(=O)c1ccc2nc(NC(=O)c3ccco3)sc2c1,-7,104,-1.9,18,6,-1,18,15,6,4,104
O=c1c2c(nc3n1CCCCC3)-c1ccccc1CC21CCCC1,21,102,1.0,13,-1,-20,27,-6,-9,-11,100
Cc1ccc2c(c1)nnn2C1CCN(C(=O)NCc2ccccc2)CC1,11,103,1.7,9,1,-4,24,-3,-2,0,103
O=C(CSc1nnc(-c2ccco2)n1Cc1ccco1)NCc1cccs1,5,98,0.7,10,2,-10,11,-11,-1,-9,97
CC(=O)NC1C(=O)N(C)c2ccc(Br)cc21 (stereo unspecified),1,107,0.4,11,0,2,64,0,-3,1,107
COC(=O)c1cc2ccccc2c(-c2c(O)ccc3ccccc23)c1O,0,98,-0.3,1,-3,-3,6,-6,-9,-5,101
O=Cc1ccc2noc(-c3ccc(F)cc3)c2c1,8,99,0.9,12,0,-7,11,-6,-3,-8,104
CC(C#N)Sc1nnc(Nc2ccccc2)s1 (stereo unspecified),4,103,0.6,9,0,-5,28,0,-3,-6,u
Cc1ccc(N(C(=O)Cn2nnc3ccccc32)C(C(=O)NCc2ccco2)c2ccc(C)o2)cc1 (stereo unspecified),19,101,5.3,33,-2,-18,25,-8,-8,-8,101
Cc1ccc(S(=O)(=O)N2CCSC2)cc1C,2,103,0.1,36,-3,0,16,-1,-1,-3,98
O=c1cc(-c2ccc(O)cc2)oc2c([C@@H]3O[C@H](CO)[C@@H](O)[C@H](O)[C@H]3O)c(O)c([C@@H]3O[C@H](CO)[C@@H](O)[C@H](O)[C@H]3O)c(O)c12,0,110,1.4,9,0,2,17,0,-1,-3,113
CCOc1ncccc1C(=O)OCc1cc(=O)oc2c(C)c(C)ccc12,-4,95,-2.9,27,-4,-2,18,-4,0,-6,98
COC(=O)c1sccc1NC(=O)CSCCc1ccccn1,31,98,2.0,10,-3,-3,11,-3,-2,-7,92
CCN1CCN(C(=O)C2CCC(CNS(=O)(=O)c3ccccc3)CC2)CC1 (stereo unspecified),0,x,0.1,x,-3,-13,36,-9,-13,-9,x
CCOC(=O)CC(=O)CSc1nc(C)cc(-c2cccnc2)c1C#N,0,99,0.0,16,0,-2,20,1,-1,0,100
CCOC(=O)c1ccc[n+](CC(=O)Nc2cc(C(F)(F)F)ccc2Cl)c1,14,101,1.7,9,1,-3,17,-4,-4,-5,u
Cc1nn(C)cc1C(C(=O)NC1CCCCC1)N(C(=O)Cc1cccs1)c1ccc(Cl)cc1 (stereo unspecified),18,104,3.8,13,-2,0,7,-3,-7,-4,106
CC(=O)Nc1ccc(S(=O)(=O)NCC2CCC(C(=O)NC(C)c3ccccc3)CC2)cc1 (stereo unspecified),-2,109,0.0,28,-7,-5,8,-4,-8,-6,108
